FEN1 inhibitor = inhibitors of human flap endonuclease 1; P39748; Recombinant FEN1 flap cleavage, fluorescence, 15 min; Potency, µM (series often up to 114 µM), without a hit: top-dose activity change, negative = inhibition, hits mostly inhibitors; 0.35% of 390,000 active; note: nearly all actives have a fitted effect of over 65% in size
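With each library titrated from low to high concentration, compounds met 10 nM FEN1 for 15 min at room temperature before 50 nM substrate was added; readings at 0 and 15 min fed four-parameter Hill curve fits.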
TDP1 cell CPT = growth inhibition of DT40 Tdp1-/-;hTDP1 cells with camptothecin (screen for TDP1 inhibitors) | chicken DT40 Tdp1-/-;hTDP1 cells + 20 nM CPT, ATP luminescence, 48 h | Potency, µM (doses to about 46.2 µM), without a hit: at the highest dose activity change, negative = growth inhibition, actives largely listed as inhibitors | 12% of 420,000 active | AID 686979; note: nearly all actives have a fitted effect of over 55% in size
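Chicken DT40 Tdp1-/- cells stably complemented with human TDP1 were seeded at 400 cells/well in medium containing 20 nM camptothecin, exposed to pin-transferred compounds, and grown at 37 °C for at least 48 hr. Viability was read as ATP luminescence.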
KAT2A inh = GCN5L2 (KAT2A) acetyltransferase inhibition | 0.21% of 390,000 active | Potency, µM (highest dose often 58.9 µM), without a hit: top-dose activity change, negative = inhibition, actives largely listed as inhibitors | Q92830 | GCN5L2 HAT assay, ThioGlo1 CoA-SH fluorescence
Target sequence (Q92830 whole entry, looked up): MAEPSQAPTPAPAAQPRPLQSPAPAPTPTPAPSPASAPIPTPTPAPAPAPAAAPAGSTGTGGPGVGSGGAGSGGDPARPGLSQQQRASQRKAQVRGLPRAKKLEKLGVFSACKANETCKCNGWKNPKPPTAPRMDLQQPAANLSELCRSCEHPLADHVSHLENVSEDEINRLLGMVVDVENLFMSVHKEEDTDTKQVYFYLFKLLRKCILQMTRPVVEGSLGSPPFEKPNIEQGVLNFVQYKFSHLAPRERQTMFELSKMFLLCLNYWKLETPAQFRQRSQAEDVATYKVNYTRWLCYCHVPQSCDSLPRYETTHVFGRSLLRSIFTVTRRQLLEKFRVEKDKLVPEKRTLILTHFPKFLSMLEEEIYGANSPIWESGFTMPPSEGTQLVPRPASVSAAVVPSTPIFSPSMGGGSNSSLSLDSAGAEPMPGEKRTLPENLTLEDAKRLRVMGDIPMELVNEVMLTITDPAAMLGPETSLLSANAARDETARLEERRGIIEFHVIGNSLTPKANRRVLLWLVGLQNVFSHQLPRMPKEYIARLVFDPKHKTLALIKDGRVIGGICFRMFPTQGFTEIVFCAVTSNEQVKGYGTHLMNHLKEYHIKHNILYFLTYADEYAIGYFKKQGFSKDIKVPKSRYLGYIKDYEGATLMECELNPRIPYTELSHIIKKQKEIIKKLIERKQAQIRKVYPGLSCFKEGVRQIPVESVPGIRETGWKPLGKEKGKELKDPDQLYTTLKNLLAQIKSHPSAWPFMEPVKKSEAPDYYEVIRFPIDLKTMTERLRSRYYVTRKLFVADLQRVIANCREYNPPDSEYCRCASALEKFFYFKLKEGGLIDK
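Fluorescence readout, Ex340nm/Em540nm: ThioGlo1 (50uM final) reacts with free CoA thiol released as 20nM GCN5L2 acetylates H3(1-25) peptide (75uM) using acetyl-CoA (70uM). Compound and enzyme sat 15 min beforehand; 20 min room-temperature reaction.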
An asterisk follows results filed as active; ? = inconclusive; · = not tested or not shown; & = joins results of further samples; [ ] = remark or other dose. Calls come from the whole dose curve; as a rule, active = well fitted curve in the direction sought with a large enough effect; inconclusive = small, poorly fitted or top-dose-only effect, or another doubt; inactive = no such curve, though single readings can be large; an effect the other way counts as inactive or inconclusive. % is set by controls: 0 for no effect and ±100 for the full control effect; potency is the fitted concentration of half-maximal effect. Only part of the results is shown. The share of hits here may be higher or lower than overall.

SMILES	FEN1 inhibitor	TDP1 cell CPT	KAT2A inh
CCOc1cc(/C=N/NC(=O)C(C)Sc2ccccc2)ccc1O (stereo unspecified)	-15%	-16%	0%
Cc1cc(NS(=O)(=O)c2ccc(NC(=O)C(C)Oc3ccc4c(C)cc(=O)oc4c3)cc2)no1 (stereo unspecified)	-7%	13%	0%
COC(=O)c1ccc(NC(=O)Nc2ccc(OC)cc2)cc1	1%	?	-3%
O=C(O)COn1c(-c2ccccc2)nc2ccc([N+](=O)[O-])cc21	-5%	?	-4%
Cc1cc(Cl)c(S(=O)(=O)Nc2cccc(O)c2)cc1OCC(N)=O	-4%	?	1%
Cc1cc(=O)oc2c(CN3CCCCC3)c(O)c(Cl)cc12	1%	0%	?
O/N=C(\CN1CCCCC1)c1ccccc1	9%	2%	4%
CC(C)CN(C(=O)C1CCCO1)c1c(N)n(CC(C)C)c(=O)[nH]c1=O (stereo unspecified)	10%	-15%	-5%
O=C(NCCc1cccnc1)c1cc(COc2ccc(F)cc2Cl)on1	0%	?	-15%
N#Cc1c(/N=C/c2ccco2)sc2c1CCCCC2	-16%	-4%	-5%
COc1ccc(C(=O)Nc2nc3nc(-c4ccccc4)cc(=O)n3[nH]2)cc1	11%	-3%	4%
CC(C)(C)OC(=O)N1CCC(c2c(C(=O)NCC3CCN(C4CCCC4)C3)cnn2-c2ccccc2)CC1 (stereo unspecified)	-2%	?	-18%
COC(=O)N/N=C/c1ccc(-c2cc(Cl)cc(Cl)c2)o1	-1%	5%	-7%
COc1ccc(NC(=O)c2c(-c3ccccc3)c(-c3ccccc3)nn(C)c2=O)cc1OC	9%	?	-1%
c1ccc(-n2ncc3c2ncn2cnnc32)cc1	4%	4%	?
O=C(Nc1nnc(S(=O)(=O)N2CCOCC2)s1)c1ccc(F)cc1	-7%&-1%	11%&0%	-3%&-2%
COc1ccc(N2CCN(Cc3nnnn3C3CCCCC3)CC2)cc1	1%	-17%	-14%
NC(=O)NC(=O)COC(=O)c1sc2ccccc2c1Cl	-3%	?	1%
Cc1cc([N+](=O)[O-])c(C)cc1-c1ccc(/C=N/NC(=O)Cn2nnnc2N)o1	-14%	4%	0%
COc1cc(C(=O)OCC(=O)N(C)c2ccccc2)cc(OC)c1OC	-10%	2%	-2%
O=C(COc1ccccc1Cl)N1CCCC1	-5%	-27%	1%
COc1ccc(CNC(=O)CCNS(=O)(=O)c2ccc(C)cc2)cc1	-5%	-19%	0%
N#CC(C#N)=Cc1ccc(-c2ccc(S(=O)(=O)N=C(N)N)cc2)o1	-7%	?	7%
CC1CCCCC1NC(=O)c1ccc(-n2cncn2)c([N+](=O)[O-])c1 (stereo unspecified)	11%	0%	-4%
CCCCN1C(=O)NC(NC(C)=O)(C(F)(F)F)C1=O (stereo unspecified)	-3%	-7%	-18%
CN(C)c1ccc(CNC(=O)c2cnc3sc(N4CCCCCC4)nn3c2=O)cc1	12%	-14%	-3%
CCOC(=O)CN(c1cccc(C(C)=O)c1)S(C)(=O)=O	-1%	6%	-4%
O=S(=O)(c1cccs1)N1CN(Cc2ccco2)c2nc3ccccc3nc21	-4%	?	?
Cc1ccc(C(=O)Nc2ccccc2C(=O)N2CCN(c3ccccc3)CC2)cc1	-10%	-22%	-14%
COc1ccc(-c2cnc3nc(/N=C/N(C)C)nn3c2/N=C/N(C)C)cc1	-1%	?	-8%
COc1ccc(CCNC(=O)C2CCN(C(=O)N(C)C)CC2)cc1OC	3%	5%	-1%
COc1ccc(C2C(C#N)=C(N)OC3=C2C(=O)CC(C)(C)C3)cc1OC (stereo unspecified)	1%	5%	0%
Cc1ccc(S(=O)(=O)N2[C@@H](c3ccc(Cl)cc3)C(C(=O)O)=CC[C@H]2c2cccc(Cl)c2)cc1	-15%	-25%	-6%
Cc1ccc(-c2csc3nnc(SCC(=O)Nc4nsc(-c5ccccc5)n4)n23)cc1	-11%	21µM*	·
CC1=C(c2ccc(C)c(C)c2)S(=O)(=O)N=C1N1CCC(C(=O)N2CCC(C)CC2)CC1	3%	?	-3%
Cc1cccc(Nc2ncccc2C(=O)NCc2cccs2)c1C	-9%	-2%	-15%
Cc1cc(C)nc(NC(=O)CN2C(=O)c3ccccc3C2=O)n1	-2%	-5%	-4%
Cc1ccc(-n2c(=O)c3oc4ccccc4c3n(CC(=O)Nc3ccccc3)c2=O)cc1C	-14%	-16%	-2%
COc1cccc2cc(C(=O)Nc3ccccc3Cl)/c(=N/NS(=O)(=O)c3ccccc3)oc12	-5%	-7%	-6%
COc1ccc(C(=O)OCC(=O)NCC2CCCO2)cc1[N+](=O)[O-] (stereo unspecified)	-14%	5%	1%
Cc1ccc(SCc2cc(=O)[nH]c(Nc3nc(C)c4ccccc4n3)n2)cc1	1%	12µM*	-3%
COc1ccc(-c2nc(-c3ccccc3)c(-c3cc([N+](=O)[O-])ccc3C)[nH]2)cc1OC	-16%	23µM*	-7%
O=C(CNCc1ccco1)Nc1cccc(S(=O)(=O)N2CCCCC2)c1	-4%	1%	-2%
COc1ccc(CCNC(=O)CCNS(=O)(=O)c2ccc3c(c2)CCN3C(C)=O)cc1OC	3%	-29%	-5%
Cc1nc(Nc2cccc(Cl)c2)c2oc3ccccc3c2n1	-7%	16µM*	-7%
O=C(Nc1ccc(F)cc1)c1cc(-c2ccncc2)nc2c(Cl)cccc12	2%	?	-3%
O=C(Cc1cc(=O)[nH]c(=O)[nH]1)N1CCC(Cc2ccccc2)CC1	19%	1%	-2%
O=S(=O)(c1ccccc1)c1ccc(N2CCCCCC2)cc1	17%	?	-9%
Cc1cccc(NC(=O)Cn2c(=O)n(Cc3ccc4c(c3)OCO4)c(=O)c3oc4ccccc4c32)c1C	-3%	7.3µM*	1%
CCc1nc2ccccc2c(C(=O)OCC(=O)NC2CC2)c1C	17%	?	-4%
Cc1c(C(=O)NCC2CCCO2)oc2ccc(S(=O)(=O)N3CCCCC3)cc12 (stereo unspecified)	-7%	-4%	-1%
CCOC(=O)C1=C(O)/C(=C/c2cc(OC)c(O)c(OC)c2)SC1=Nc1ccc(OC)cc1	?	?	-8%
CC(=NNC(=S)SCc1ccccc1)c1ccccn1	-2%	0.052µM*	·
COC(=O)[C@@]1(Cc2ccc(F)cc2)[C@H]2c3cc(C(=O)N(C)C)n(CCc4ccc(OC)c(Br)c4)c3C[C@H]2CN1C(=O)c1ccccc1	-19%	10µM*	-11%
COC(=O)c1sc(S(=O)(=O)NCc2cccs2)c(C(=O)OC)c1C	-21%	-21%	-7%
COc1ccccc1NC1=C(NC(C)=O)C(=O)c2ccccc2C1=O	27%	18µM*	-25%
N#Cc1ccc(CN2C(=O)c3ccccc3Sc3ccc(C(=O)OCc4ccco4)cc32)cc1	-1%	·	-1%
O=C(Nc1cc(=O)[nH]c2ncnn12)c1ccccc1Cl	-5%	1%	-4%
CCCNc1c(NS(=O)(=O)c2ccc(C3CCCCC3)cc2)c(=O)oc2ccccc12	2%	?	4%
Cc1ccc(NC(=O)c2cc(C(=O)Nc3ccc(C)cc3)n(C)n2)cc1	-12%	-3%	·
Remaining list, next part.
SMILES	FEN1 inhibitor	TDP1 cell CPT	KAT2A inh
COc1ccc(-n2cc(C#N)c(=O)n(Cc3ccc(F)cc3)c2=O)cc1	0%	21µM*	1%
O=C(CCN1C(=O)C2CC=C(Cl)CC2C1=O)N1CCCCC1 (stereo unspecified)	-10%	-3%	-6%
CN(C)S(=O)(=O)c1ccc(C(=O)Nc2nnc(-c3ccc4c(c3)CCCC4)o2)cc1	-21%	2.9µM*	-3%
CC(=O)N[C@H]1[C@H](OC2CCCCC2)O[C@H](COC(C)=O)[C@@H](OC(C)=O)[C@@H]1OC(C)=O	-4%	18%	-4%
CC(C)(CCC(=S)N1CCOCC1)C1CCCCC1	0%	?	1%
Cn1c2ccc(F)cc2c2ncn(CCN3CCOCC3)c(=O)c21	-10%	5%	-3%
COc1ccc(NC(=O)c2nnn(CC(=O)Nc3c(C)cc(C)cc3C)c2N)cc1OC	-2%	14%	1%
CCc1ccc(NC(=O)CSc2nccn2-c2ccc(OC)cc2)cc1	-25%	?	-2%
O=C(NCCN1CCOCC1)c1ccc(Cl)c(S(=O)(=O)NCc2ccccc2)c1	15%	-14%	0%
CN(Cc1ccco1)C(=O)c1ccc(S(=O)(=O)N2CCCCCC2)cc1	16%	-25%	-6%
O=C(/C=C/c1ccc2c(c1)S(=O)(=O)N(Cc1ccccc1)[C@H]2CC(=O)N1CCOCC1)N1CCOCC1	12%	?	-2%
COc1ccc(CNC(=O)CN(c2ccc(C(C)C)cc2)S(=O)(=O)c2c(C)nn(C)c2C)cc1	5%	?	4%
O=C(CC(C(=O)O)C1CCCO1)Nc1cccc(C(F)(F)F)c1 (stereo unspecified)	-5%	-22%	-7%
O=C(Cc1ccc(Cl)cc1Cl)OCC(=O)N1CCN(C(=O)c2ccco2)CC1	0%	13%	-5%
CCCNC(=O)C(=O)c1cccn1-c1ccsc1C(=O)OC	-6%	-18%	-10%
Nc1ccc2oc(-c3cccs3)nc2c1	6%	1%	-15%
CCOC(=O)N1CCN(c2c(-c3ccccc3)c3cc(Cl)ccc3[nH]c2=O)CC1	-7%	?	31%[activator]
COC(=O)c1ccccc1NC(=O)CC(NCc1ccccc1)C(=O)O (stereo unspecified)	-3%	-25%	·
COCCSc1nnc(NC(=O)CCS(=O)(=O)c2ccccc2)s1	12%	7.3µM*	1%
Cc1ccc(CNC(=O)C(=O)NCC(c2ccco2)S(=O)(=O)c2cccs2)cc1 (stereo unspecified)	-5%	-24%	1%
COc1cc(C2N(c3ccccn3)C(=O)C3CCCN32)cc(OC)c1OC (stereo unspecified)	0%	5%	-5%
S=c1[nH]c2ccccc2c2ccccc12	12%	?	14%
CCN(C(=O)C1CCN(S(=O)(=O)c2ccc3c(c2)CCCN3C(C)=O)CC1)c1cccc(C)c1	3%	?	-7%
COC(=O)Cc1csc(Nc2ccccc2Cl)n1	-17%	2%	2%
CC(C)(C)c1ccc(C(=O)NCC(c2ccco2)S(=O)(=O)c2ccccc2)cc1 (stereo unspecified)	1%	18µM*	-14%
Cc1n[nH]c(=S)n1/N=C/c1ccc(Br)o1	4%	2%	13%
COc1ccccc1Oc1ncnc2c1oc1ccccc12	0%	-21%	0%
CCn1c2ccccc2c2nnc(N3CCN(c4cccc(Cl)c4)CC3)nc21	-17%	-20%	-16%
Cc1nn(C(=O)c2cccc([N+](=O)[O-])c2C)c(C)c1S(=O)(=O)N1CCOCC1	-20%	-20%	-4%
CCOc1ccc2[nH]cc(C(=O)N3CCN(CC)CC3)c(=O)c2c1	-2%	0%	-3%

Some of the entries so far, field by field.
SMILES: Cc1ccc(CNC(=O)C(=O)NCC(c2ccco2)S(=O)(=O)c2cccs2)cc1 (stereo unspecified)
  FEN1 inhibitor: -5%	TDP1 cell CPT: -24%	KAT2A inh: 1%
SMILES: COC(=O)Cc1csc(Nc2ccccc2Cl)n1
  FEN1 inhibitor: -17%	TDP1 cell CPT: 2%	KAT2A inh: 2%
SMILES: Cc1nn(C(=O)c2cccc([N+](=O)[O-])c2C)c(C)c1S(=O)(=O)N1CCOCC1
  FEN1 inhibitor: -20%	TDP1 cell CPT: -20%	KAT2A inh: -4%

(listing goes on)
SMILES	FEN1 inhibitor	TDP1 cell CPT	KAT2A inh
CC(NC(=O)c1ccccc1)C(=O)OCC(=O)N1c2ccccc2Sc2ccccc21 (stereo unspecified)	-14%	-2%	-9%
Cc1cc2nc(SCC(=O)N(C)C)c3c(c2cc1C)CCCC3	-23%	-20%	-14%
CC(C)Oc1ccc(CNC(=O)CCC(=O)N2CC(C)Sc3ccccc32)cc1 (stereo unspecified)	-1%	16µM*	-9%
CSc1n[nH]c(N)c1S(=O)(=O)c1ccc(Cl)cc1	4%	-9%	1%
OCCN1CCN(CC(O)COc2ccc(C34CC5CC(CC(C5)C3)C4)cc2)CC1 (stereo unspecified)	-2%	5.2µM*	2%
Cc1cccc(NC(=O)c2cc(S(=O)(=O)N3CCOCC3)cn2C)c1C	3%	5%	2%
OCCC1CN(CCCc2ccccc2)CCN1CCc1ccccc1 (stereo unspecified)	4%	?	-4%

Rewritten as labelled records: four of the compounds above
> Cc1cc2nc(SCC(=O)N(C)C)c3c(c2cc1C)CCCC3
- FEN1 inhibitor = -23%
- TDP1 cell CPT = -20%
- KAT2A inh = -14%

> CC(C)Oc1ccc(CNC(=O)CCC(=O)N2CC(C)Sc3ccccc32)cc1 (stereo unspecified)
- FEN1 inhibitor = -1%
- TDP1 cell CPT = 16µM*
- KAT2A inh = -9%

> CSc1n[nH]c(N)c1S(=O)(=O)c1ccc(Cl)cc1
- FEN1 inhibitor = 4%
- TDP1 cell CPT = -9%
- KAT2A inh = 1%

> OCCN1CCN(CC(O)COc2ccc(C34CC5CC(CC(C5)C3)C4)cc2)CC1 (stereo unspecified)
- FEN1 inhibitor = -2%
- TDP1 cell CPT = 5.2µM*
- KAT2A inh = 2%

Source: PubChem
